S-ASM inh: human S-ASM enzyme inhibition; actives 0.006% (n = 340,000); Potency, µM (series often up to 57.5 µM), without a hit: at the highest dose activity change, negative = inhibition, most hits filed as inhibitors; AID 504937; placental ASM, HMU-PC fluorogenic substrate, 60 min; P17405; further: potency means the concentration at half of the fitted maximal effect
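Steps: dispense placental human ASM, pin compound, wait 10 min at room temperature, add HMU-PC0 substrate at 9 uM final, incubate 60 min at 37 °C, add stop solution raising pH to 10, read fluorescence.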
TSHR antag: antagonists of human thyroid stimulating hormone receptor | P16473 | TSHR-expressing cells, TSH-stimulated cAMP HTRF, 2 h; active compounds read low | activity change, negative = inhibition, % at 11.5 µM | actives 0.2% (n = 330,000) | AID 504810;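 active means activity change below a set negative limit, meaning inhibition stronger than a set level, cut at about -70% in these data; inconclusive means activity change between two set negative limits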; further: on the % scale 0 is the no-effect control and ±100 the full control effect
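Antagonism was scored as loss of TSH-driven cAMP in TSHR cells, stimulated with 4nM TSH (EC80) for 2 hours at 37 deg C and detected by homogeneous HTRF competition immunoassay.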
Eya2 inh: blocks the phosphatase activity of human Eya2. recombinant Eya2, OMFP fluorescence dephosphorylation (OMFP is methylfluorescein phosphate). Potency, µM (top dose mostly 76.9 µM), without a hit: at the top dose activity, negative = inhibition, most hits filed as inhibitors. actives 0.006% (n = 330,000); further: potency means the concentration at half of the fitted maximal effect; on the % scale 0 is the no-effect control and ±100 the full control effect
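Eya2 (0.2 uM) preincubated 10 min at ambient with compound, then OMFP substrate added at 50 uM; 10 min reaction in 50 mM HEPES pH 7.5, 50 mM NaCl, 5 uM MgCl2, 0.05% BSA, 1 mM DTT. Fluorescence read at Ex 485/Em 525 nm.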
Mito fusion yeast: blocks mitochondrial division or promotes mitochondrial fusion. actives 0.23% (n = 320,000). S. cerevisiae fusion-defective mutant growth rescue, CellTiterGlo 48 h. Potency, µM (series often up to 46.1 µM), for inactives: at the highest dose growth rescue (activation), most hits filed as activators;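 further: potency means the concentration at half of the fitted maximal effect; % of control where 0% means no effect; nearly all actives have a fitted effect of over 45% in size; temperature-sensitive fusion mutants such as fzo1-1 at 37 °C on non-fermentable ethanol glycerol medium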
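S. cerevisiae fusion-defective temperature-sensitive mutants (e.g. fzo1-1, mgm1-5) grown 48 h at 37C in YPEG (ethanol/glycerol non-fermentable) medium with 23 nl compound per well; growth rescue read as CellTiterGlo luminescence.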
Menin-MLL TR inh: displaces Texas Red mutant MLL peptide from human menin. O00255. Menin + Texas Red MLL mutant peptide, fluorescence polarization. Potency, µM (top dose mostly 61.6 µM), inactives show at the highest dose FP activity change, negative = inhibition, actives largely listed as inhibitors. actives 0.23% (n = 270,000). AID 1768; active means well fitted inhibition curve with a large enough effect in the polarisation, with a control signal flat, not every such curve was filed as active; inconclusive means small, poorly fitted or top-dose-only effect, or effect the other way, or a change in a side signal; inactive means no such curve, though single readings can be large or run the other way; the % refers to the polarisation; further: potency means the concentration at half of the fitted maximal effect; % of control where 0% means no effect; many of its hits are not listed in these tables
USP2a inh: blocks human ubiquitin-specific protease USP2a | O75604 | USP2 core, Ub-CHOP2 coupled fluorogenic reporter, 485/531 | AID 463254 | Potency, µM (top dose mostly 38.3 µM), inactives show at the highest dose activity change, negative = inhibition, actives largely listed as inhibitors | actives 0.01% (n = 330,000);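 further: potency means the concentration at half of the fitted maximal effect; plate controls were DMSO wells for no effect and full inhibition by NEM control for full effect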
Target sequence (O75604 whole entry, looked up): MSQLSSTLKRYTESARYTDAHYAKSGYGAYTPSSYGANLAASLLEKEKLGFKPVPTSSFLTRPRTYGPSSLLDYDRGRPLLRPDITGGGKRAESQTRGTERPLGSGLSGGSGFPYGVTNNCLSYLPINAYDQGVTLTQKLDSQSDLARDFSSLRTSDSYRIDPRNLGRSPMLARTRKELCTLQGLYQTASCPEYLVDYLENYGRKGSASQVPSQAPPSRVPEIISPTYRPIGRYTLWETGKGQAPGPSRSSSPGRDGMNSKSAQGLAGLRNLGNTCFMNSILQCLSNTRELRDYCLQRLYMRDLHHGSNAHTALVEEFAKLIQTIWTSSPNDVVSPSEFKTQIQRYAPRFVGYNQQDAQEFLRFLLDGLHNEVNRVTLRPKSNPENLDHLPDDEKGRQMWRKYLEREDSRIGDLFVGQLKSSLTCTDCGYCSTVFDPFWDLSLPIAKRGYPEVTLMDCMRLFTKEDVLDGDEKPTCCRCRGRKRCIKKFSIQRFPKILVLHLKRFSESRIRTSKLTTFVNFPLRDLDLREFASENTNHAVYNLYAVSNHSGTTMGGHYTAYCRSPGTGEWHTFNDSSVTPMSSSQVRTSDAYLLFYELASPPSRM
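Cell-free coupled assay: 10nM USP2 core preincubated 30min RT with compound in Tris-HCl pH 8.0/CaCl2/CHAPS buffer, then 25nM Ub-CHOP2 and 25nM reporter substrate; fluorescence (Ex 485/Em 531) read after 60min RT, normalized to NEM inhibition, concentration-response curves fitted.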
KCNH2 WT inh: KCNH2 (human, wildtype) channel inhibition | AID 720551 | actives 0.37% (n = 340,000) | U2OS, BacMam KCNH2, thallium flux FluxOr; active compounds read low | activity change, % at 1.84 µM | Q12809;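 active means maximum activity change below -70%; inconclusive means maximum activity change between -70% and -50%; inactive means maximum activity change above -50%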; further: on the % scale 0 is the no-effect control and ±100 the full control effect
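U2OS cells transduced with wild-type KCNH2 virus are loaded with FluxOr dye for 45 min, and thallium flux is measured in kinetic reads before and after stimulation buffer. Rate constants are normalized to DMSO controls.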
BCR signal inh: chronic active BCR signaling inhibition; Potency, µM (highest dose often 46.1 µM), inactives show top-dose ratio change, negative = lower green/red ratio, hits mostly inhibitors; actives 0.05% (n = 340,000); ABC-DLBCL IkBa-CBG/CBR reporter, luminescence ratio, 4 h; active means well fitted inhibition curve with a large enough effect in the signal ratio, with a control signal flat, not every such curve was filed as active; inconclusive means small, poorly fitted or top-dose-only effect, or effect the other way, or a change in a side signal; the % refers to the signal ratio;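 further: potency means the concentration at half of the fitted maximal effect; plate controls were basal doxycycline-induced cells for no effect and cells given 10 µM MG132 for full effect; MG132 reads +100%, hits lower the ratio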
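Concentration-response series (up to 46 uM) were applied to TMD8 dual-reporter cells for 4 h at 37C with doxycycline. Green/red ratio, after filter-overlap correction, defined %Activity; red signal alone was normalised to basal cells and zero luminescence.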
MBNL1 CUG block: blocks human MBNL1 binding to CUG repeat RNA | Q9NR56 | TR-FRET MBNL1-His/biotin-(CUG)12 binding, 665/545 ratio | Potency, µM (doses to about 57.5 µM), inactives show at the top dose activity change, negative = inhibition, most hits filed as inhibitors | actives 0.036% (n = 280,000) | AID 2675; active means well fitted inhibition curve with a large enough effect in the signal ratio, with a control signal flat, not every such curve was filed as active; inconclusive means small, poorly fitted or top-dose-only effect, or effect the other way, or a change in a side signal; inactive means no such curve, though single readings can be large or run the other way; the % refers to the signal ratio; further: potency means the concentration at half of the fitted maximal effect; on the % scale 0 is the no-effect control and ±100 the full control effect
Target sequence (Q9NR56 whole entry, looked up): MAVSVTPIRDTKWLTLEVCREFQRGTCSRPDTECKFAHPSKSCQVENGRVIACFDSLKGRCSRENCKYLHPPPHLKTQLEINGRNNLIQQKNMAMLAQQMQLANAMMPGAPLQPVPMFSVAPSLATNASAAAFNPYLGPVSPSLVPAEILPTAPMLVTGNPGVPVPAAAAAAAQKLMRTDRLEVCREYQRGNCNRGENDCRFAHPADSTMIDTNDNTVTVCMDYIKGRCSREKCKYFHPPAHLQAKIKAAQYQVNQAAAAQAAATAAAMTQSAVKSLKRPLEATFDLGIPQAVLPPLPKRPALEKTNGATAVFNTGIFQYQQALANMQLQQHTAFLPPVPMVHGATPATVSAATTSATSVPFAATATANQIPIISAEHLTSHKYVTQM
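MBNL1-His + Biotin-(CUG)12, cpd titration 92 nM–58 uM; Tb anti-His Ab 0.055 ng/ul, SA-XL665 5 nM (final); 60 min RT; ratiometric 665/545 nm, Ex 340 nm; normalized to buffer and full-complex controls.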
PKM2 act: increases activity of human pyruvate kinase M2; P14618; purified PKM2, Kinase-Glo ATP luminescence, activation; response scale: 0% is enzyme alone, no compound; Potency, µM (highest dose often 57.5 µM), for inactives: top-dose activation, hits mostly activators; actives 0.34% (n = 260,000); further: potency means the concentration at half of the fitted maximal effect; on the % scale 0 is the no-effect control and ±100 the full control effect; nearly all actives have a fitted effect of over 55% in size
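ATP formation by purified human PK-M2, quantified via coupled luciferase luminescence after 1 h at room temperature with 0.1 mM ADP and 0.5 mM PEP final.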
GALK inhibitor: galactokinase (human) inhibition | Purified GALK, Kinase-Glo residual ATP luminescence | Potency, µM (doses to about 57.5 µM), without a hit: at the top dose activity change, negative = inhibition, actives largely listed as inhibitors | actives 0.007% (n = 270,000); further: potency means the concentration at half of the fitted maximal effect; on the % scale 0 is the no-effect control and ±100 the full control effect
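Compounds were pin-transferred into ATP buffer (35 uM final), then GALK plus galactose (5 nM, 100 uM final) was added. After 1 h at room temperature, Kinase-Glo Plus was added and luminescence read after 10 min.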
Numbers without * were called inactive; u = inconclusive; x = not tested or not shown; [ ] = another dose, or the depositor's remark. Unless noted, the call rests on the fitted dose curve; in most records, active means well fitted curve in the direction sought with a large enough effect; inconclusive means small, poorly fitted or top-dose-only effect, or another doubt; inactive means no such curve, though single readings can be large; an effect the other way counts as inactive or inconclusive. This is a subset; the hit share may differ from the screen's.

SMILES,PKM2 act,KCNH2 WT inh,TSHR antag,Eya2 inh,MBNL1 CUG block,USP2a inh,Mito fusion yeast,GALK inhibitor,Menin-MLL TR inh,S-ASM inh,BCR signal inh
CCCc1nc2ccccc2c(C(=O)OC(C)C(=O)NCc2ccc3c(c2)OCO3)c1CC (stereo unspecified),1%,-2,-10,-8%,-11%,1%,u,0%,-7%,-1%,u
O=[N+]([O-])c1ccc(NCc2ccncc2)cc1,x,7,1,20%,u,0%,29%,-2%,-5%,-3%,6%
Cc1cccc(C)c1OCCCn1ccnc1,5%,3,-130*,-12%,-5%,0%,-5%,3%,u,8%,0%
O=C1S/C(=C\c2ccc(N3CCOCC3)o2)C(=O)N1c1ccccc1,7%,-5,0,-5%,14%,0%,-4%,-1%,u,-13%,-7%
O=C(NCc1cccnc1)C1CCCN(S(=O)(=O)c2ccccc2)C1 (stereo unspecified),-4%,-1,9,8%,-12%,1%,-3%,2%,0%,3%,0%
COc1ccc(OC)c(C2Nc3c(Cl)ccc(C(=O)O)c3C3C=CCC32)c1 (stereo unspecified),11%,2,-7,-6%,-3%,-1%,15%,9%,u,1%,u
Cc1cc(C)cc(NC(=O)COC(=O)c2n[nH]c3ccccc23)c1,-3%,-5,0,20%,x,0%,-5%,0%,17%,-2%,-13%
O=C(O)CCCC(=O)Nc1ccc(Cl)c(Cl)c1,-2%,-3,2,-16%,9%,1%,-3%,4%,4%,2%,-1%
Cc1ccc(S(=O)(=O)CCSc2ccc(C(F)(F)F)cn2)cc1,u,5,0,6%,12%,9%,1%,x,x,4%,3%
CN(CCC#N)C(=O)COC(=O)c1ccc(Cl)c(S(N)(=O)=O)c1,2%,13,-3,-1%,-6%,1%,0%,-2%,22%,-5%,-5%
Cc1cc(C(=O)N2CCOCC2)c(C)o1,7%,-9,-1,5%,-6%,4%,-1%,4%,-1%,5%,-1%
CN1CCN(c2ccc(-c3cccc(NC(=O)COc4ccc(Cl)cc4)c3)nn2)CC1,x,15,6,0%,x,-1%,5%,x,x,-5%,u

Whole records from above.
O=C(O)CCCC(=O)Nc1ccc(Cl)c(Cl)c1 is entered as PKM2 act = -2%; KCNH2 WT inh = -3; TSHR antag = 2; Eya2 inh = -16%; MBNL1 CUG block = 9%; USP2a inh = 1%; Mito fusion yeast = -3%; GALK inhibitor = 4%; Menin-MLL TR inh = 4%; S-ASM inh = 2%; BCR signal inh = -1%
Cc1cccc(C)c1OCCCn1ccnc1 is entered as PKM2 act = 5%; KCNH2 WT inh = 3; TSHR antag = -130*; Eya2 inh = -12%; MBNL1 CUG block = -5%; USP2a inh = 0%; Mito fusion yeast = -5%; GALK inhibitor = 3%; Menin-MLL TR inh = u; S-ASM inh = 8%; BCR signal inh = 0%

More entries
SMILES,PKM2 act,KCNH2 WT inh,TSHR antag,Eya2 inh,MBNL1 CUG block,USP2a inh,Mito fusion yeast,GALK inhibitor,Menin-MLL TR inh,S-ASM inh,BCR signal inh
CCOC(=O)c1cc(-c2cccs2)nc2onc(C)c12,2%,-2,-12,25%,17%,4%,0%,2%,-3%[11.7 µM],327%[activator],10%
CCC(=O)Nc1nc(C)c(-c2csc(Nc3cccc(O)c3)n2)s1,x,0,-18,1%,19%,-1%,2%,-6%,u,-17%,u
COCCN(C(=O)C1CCCC1)c1c(N)n(Cc2ccccc2)c(=O)[nH]c1=O,-3%,4,3,-2%,-14%,-3%,-8%,4%,-3%,1%,3%
COc1ccc(C(=O)N2CCc3cc(OC)c(OC)cc3C2c2ccc(OC)c(OC)c2)cc1 (stereo unspecified),x,-5,-11,u,0%,2%,5%,0%,u,-8%,u
CSc1ncccc1C(=O)OCC(=O)c1ccc(Br)s1,3%,x,5,-23%,22%,0%,-9%,0%,12%,0%,0%
CN(C)/C=C/C(=O)c1ccc2noc(-c3ccc(F)cc3)c2c1,x,19,3,5%,u,1%,3%,x,12%,5%,u
Cc1c(C)c2ccc(OCC(=O)NCCCn3ccnc3)c(C)c2oc1=O,x,0,-19,-9%,u,0%,-2%,1%,x,-1%,1%
Cc1cccc(C)c1OCc1nnc(SCC(=O)Nc2cccc(C(=O)N3CCOCC3)c2)n1C,29%,-4,-1,1%,-5%,5%,-3%,2%,11%,1%,6%
COc1ccccc1N(C)S(=O)(=O)c1ccc(Cl)c(C(=O)NCc2cccnc2)c1,x,-1,-6,14%,x,1%,-3%,x,x,1%,0%
CC(=O)N(C(C)=O)N1C(=O)c2cccc3c(N4CCOCC4)ccc(c23)C1=O,1%,x,-7,u,u,18%,-4%,12%,10%,3%,-4%
O=C(CC(C(=O)O)c1ccccc1)Nc1ccccc1 (stereo unspecified),-18%,-4,27,-1%,1%,2%,3%,-1%,-6%,4%,0%
COC(=O)c1cc(Cl)c(NC(=O)c2ccco2)cc1OC,-5%,-3,x,x,-5%,x,2%,3%,-2%,-1%,x
Cc1ccc(C)c(NC(=O)CS(=O)(=O)c2cccc3nsnc23)c1,-1%,20,-8,-3%,u,8%,2%,-2%,0%,-2%,4%
CS(=O)(=O)c1nc(S(=O)(=O)c2ccc(Cl)cc2)c(N2CCC3(CC2)OCCO3)s1,x,5,6,6%,u,3%,-1%,1%,x,-20%,1%
COc1ccc(Cl)cc1NC(=O)CNc1ccccc1N1CCOCC1,4%,3,-18,0%,4%,1%,3%,1%,9%,2%,-1%
CCOC(=O)Cc1nnc(NC(=O)c2ccccc2OCC)s1,0%,-4,-11,5%,u,4%,5%,1%,6%,0%,u
O=C(Nc1cc(C(F)(F)F)ccc1N1CCOCC1)C1CC1,x,-9,-42,22%,x,-1%,-1%,x,x,2%,-1%
COc1ccc(C2=NC(C)(C)Cc3cc(OC)c(OC)cc32)cc1,x,2,3,5%,u,7%,16%,-2%,-10%,38%[activator],-14%
Cc1cccc(NC(=O)CSCC(=O)N(C)Cc2ccc(Cl)c(Cl)c2)c1,x,-1,0,1%,x,-12%,u,x,x,-9%,-17%
O=[N+]([O-])c1ccc(NC(=S)NCc2ccncc2)cc1,-8%,-20,-15,-1%,u,-2%,u,0%,16%,-3%,u
O=C(O)CCn1cc(C(=O)O)c(-c2ccccc2)n1,-16%,2,11,-9%,-10%,-2%,-2%,0%,x,6%,5%
O=C(NCc1ccco1)c1ccc(S(=O)(=O)N2CCCc3ccccc32)cc1,-2%,7,-34,2%,4%,-8%,23%,0%,-17%,-5%,u
COCCNC(=O)COc1ccc(Nc2ccccc2)cc1,-4%,-8,-1,18%,1%,0%,2%,-1%,-13%,1%,0%
CN1C(=O)c2ccc(NC(=O)c3ccc(Cl)cc3Cl)cc2C1=O,x,-31,12,-2%,25%,3%,1%,-8%,x,3%,4%
Cc1cc(C)n(C(=O)COc2ccccc2[N+](=O)[O-])n1,-4%,0,-3,u,x,-1%,0%,9%,x,1%,1%
Cc1ccc(N(Cc2ccccc2)C(=O)c2cccc(F)c2)cc1,2%,2,8,6%,u,0%,1%,0%,x,3%,-2%
COc1ccc2c(Cl)c(-c3nnco3)sc2c1,1%,13,0,-26%,9%,0%,-2%,-3%,x,3%,-2%
COc1ccc(S(=O)(=O)NCc2ccc(C(=O)NCCCN3CCCC(C)C3)cc2)cc1 (stereo unspecified),x,-6,-8,-8%,4%,-5%,-8%,6%,x,-1%,5%
Cc1ccc(NC(=O)C(c2ccccc2)N2CCN(CC(=O)NC3CC3)CC2)cc1 (stereo unspecified),x,1,5,-15%,x,1%,-2%,x,x,7%,6%

From PubChem
